VCAM1 TNFa inh: inhibitors of TNFa-induced VCAM1 expression, primary screen, imaging, HUVEC, TNFa stimulus, immunofluorescence; HUVEC TNFa-induced VCAM-1 immunofluorescence, high-content imaging; inhibition, % at 2 µM; hit rate 0.48% among 95,000; AID 802, 2007;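 active means inhibition above the batch mean plus 3 SD, with images confirmed as a hit by eye, cut at about 37% in these data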;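 further: 0% = TNF-stimulated DMSO wells and 100% = unstimulated control wells; not every result past the cut was called active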
ERb coact inh: inhibitors of ERβ-SRC1 coactivator interaction, primary screen, biochemical, TR-FRET, ERβ LBD, SRC-1 peptide. Estrogen receptor beta (Homo sapiens), Q92731. inhibition, % at 25.6 µM. AID 633, 2007. TR-FRET ER-beta LBD / SRC1-Cy5 peptide binding; receptor agonist-loaded with 1 µM estradiol. hit rate 1.3% among 86,000;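 active means compounds whose percent inhibition of the receptor-coactivator binding signal exceeds about 50% in the single-dose screen, limit read from the data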;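 further: 0% = receptor plus peptide wells without compound and 100% = peptide-only wells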
Target sequence (Q92731 whole entry, looked up, the tested form may be a part): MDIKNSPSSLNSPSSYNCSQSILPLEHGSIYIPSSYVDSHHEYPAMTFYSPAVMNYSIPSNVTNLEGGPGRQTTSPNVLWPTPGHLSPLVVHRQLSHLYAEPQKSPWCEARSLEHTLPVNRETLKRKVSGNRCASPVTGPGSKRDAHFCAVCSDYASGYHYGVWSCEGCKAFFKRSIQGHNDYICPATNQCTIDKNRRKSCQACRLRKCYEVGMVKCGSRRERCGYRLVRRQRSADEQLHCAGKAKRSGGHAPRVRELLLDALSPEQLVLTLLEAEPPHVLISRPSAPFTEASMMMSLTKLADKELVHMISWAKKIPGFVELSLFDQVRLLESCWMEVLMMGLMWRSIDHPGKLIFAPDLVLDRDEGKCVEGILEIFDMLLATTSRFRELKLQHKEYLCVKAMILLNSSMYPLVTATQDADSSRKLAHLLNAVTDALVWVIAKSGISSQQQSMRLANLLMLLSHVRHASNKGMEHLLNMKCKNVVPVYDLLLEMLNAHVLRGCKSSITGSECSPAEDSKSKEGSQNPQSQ
sEH act: soluble epoxide hydrolase activators, primary screen, biochemical, human sEH; Bifunctional epoxide hydrolase 2 (Homo sapiens), P34913; purified human sEH enzymatic activity, activator screen; activation, % at 2 µM; hit rate 0.04% among 91,000; in the data active means activation above about 37%; further: values of inactives mirror those of a sister screen read the other way
HUVEC tox IL1B: cytotoxicity in IL-1B stimulated HUVEC, primary screen, cytotoxicity control for IL-1B NFkB translocation project, imaging, Hoechst nuclear count, IL-1B stimulus | HUVEC cell count loss | cell count reduction, % at 2 µM | hit rate 0.41% among 94,000 | AID 845, 2007;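 active means cell count reduction more than 3 SD above the screen-wide mean, cut at about 70% in these data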;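 further: normalized per plate to untreated control cells as the no-loss baseline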
Calb biofilm kill: clotrimazole potentiators killing Candida biofilms, primary screen, with clotrimazole, Alamar Blue; C. albicans biofilm + clotrimazole; inhibition, % at 6 µM; hit rate 0.14% among 85,000;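 active means inhibition above 20%; inactive means inhibition below 20%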;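 further: preformed 24 hr biofilms exposed to compound for 48 hr; 0% = biofilm without compound and 100% = blank killed by clotrimazole plus chlorhexidine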
Smad3 inh: Smad3/FoxH1 peptide binding inhibitors, primary screen, biochemical, TR-FRET. Mothers against decapentaplegic homolog 3 (Homo sapiens), P84022. TR-FRET Smad3/Dy647-FoxH1 peptide binding, europium anti-His. inhibition, % at 25 µM. hit rate 0.29% among 88,000. AID 630, 2007;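 active means compounds that reduce the energy-transfer binding signal between the protein and its labelled peptide by more than half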;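 further: 0% = Smad3 plus labelled peptide maximal FRET and 100% = peptide-only background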
Target sequence (P84022 whole entry, looked up): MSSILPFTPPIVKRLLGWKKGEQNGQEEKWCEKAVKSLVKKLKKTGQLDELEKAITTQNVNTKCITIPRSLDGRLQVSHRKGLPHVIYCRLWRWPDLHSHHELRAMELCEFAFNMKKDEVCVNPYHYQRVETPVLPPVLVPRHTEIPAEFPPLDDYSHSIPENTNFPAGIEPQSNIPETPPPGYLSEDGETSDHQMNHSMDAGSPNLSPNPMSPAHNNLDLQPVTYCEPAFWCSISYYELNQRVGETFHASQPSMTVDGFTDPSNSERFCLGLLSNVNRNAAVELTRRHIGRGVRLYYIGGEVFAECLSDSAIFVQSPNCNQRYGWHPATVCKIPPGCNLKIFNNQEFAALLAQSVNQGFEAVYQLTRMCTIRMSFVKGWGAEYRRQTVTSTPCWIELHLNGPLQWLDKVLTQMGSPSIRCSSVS
sEH inhibitor: soluble epoxide hydrolase inhibitors, primary screen, biochemical, human sEH | inhibition, % at 2 µM | recombinant human sEH enzymatic activity assay | hit rate 0.34% among 91,000 | AID 707, 2007 | Bifunctional epoxide hydrolase 2 (Homo sapiens), P34913; in the data active means inhibition above about 80%; further: values of inactives mirror those of a sister screen read the other way; many of its hits are not listed in these tables
TNFa cytotox: cytotoxicity in TNFa-stimulated HUVEC, primary screen, cytotoxicity control for VCAM1 expression modulator project, imaging, Hoechst nuclei count | HUVEC TNFalpha-stimulated, Hoechst cell count | cell count reduction, % at 2 µM | hit rate 0.17% among 93,000;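 active means cell count reduction exceeding the screen mean by over 5 SD, scaled to untreated wells per plate, cut at about 78% in these data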;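 further: cells counted after 24 h of TNF alpha exposure following the 1 h pretreatment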
cytoskel mod: modifiers of F-actin cytoskeleton organization, primary screen, imaging, HUVEC, phalloidin staining, high-content imaging. AID 836, 2007. inhibition, % at 2 µM. HUVEC TNFa F-actin phalloidin imaging. hit rate 0.18% among 91,000;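 active means inhibition above the batch mean plus 3 SD and confirmed as a hit by visual image inspection, cut at about 30% in these data, passing the limit was not always enough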; further: strong numbers were not always called active
An asterisk follows results filed as active; · = no result given; [ ] = remark or other dose. These rows are one share of the data; rates above refer to the full screens.

SMILES | VCAM1 TNFa inh | ERb coact inh | sEH act | HUVEC tox IL1B | Calb biofilm kill | Smad3 inh | sEH inhibitor | TNFa cytotox | cytoskel mod
O=C(O)C(Oc1ccc2c3c(c(=O)oc2c1)CCC3)c1ccccc1 (stereo unspecified) | 22 | 8 | 12 | -13 | 6 | -2 | -12 | -3 | -6
O=C(Cn1nnc2ccccc21)C1CC1 | -7 | -4[fluorescence artefact?] | · | 2 | 5 | 4 | · | 0 | 2
CCCCCn1c(Sc2ncccn2)nc2c1c(=O)[nH]c(=O)n2C | 4 | -15[fluorescence artefact?] | -4 | -6 | 1 | -1 | 4 | -13 | 5
O=C1c2cccc3c(N4CCCCC4)ccc(c23)C(=O)N1c1ccccn1 | 18 | · | 0 | 17 | · | · | 0 | 41 | -32
Cc1ccc(OCC(=O)Nc2ccc(N(C)C)cc2)cc1 | 10 | -6 | -5 | 19 | 9 | -6 | 5 | 0 | 18
CC(Sc1nc2ccccc2s1)C(=O)N1CCOCC1 (stereo unspecified) | 14 | -1 | · | 5 | 8 | 4 | · | -8 | -15
O=C(NC(C(=O)N/N=C/c1cccc2ccccc12)c1n[nH]c(=O)c2ccccc12)c1ccccc1 (stereo unspecified) | 1 | -4 | -13 | -1 | 5 | 22 | 11 | 2 | ·
Cc1ccc(C)c(S(=O)(=O)c2c(N)n(/N=C/c3ccco3)c3nc4ccccc4nc23)c1 | -13 | 37 | 10 | -2 | 0 | 13 | -11 | 16 | -22
C=CCSc1nnc(-c2ccccc2NC(C)=O)c(=O)[nH]1 | 4 | 8 | -12 | -14 | 4 | 9 | 11 | -3 | -3
COc1cc(-c2cc(C(=O)O)c3c(OC)c(OC)c(OC)cc3n2)ccc1O | -44 | 0 | -10 | -13 | 6 | 9 | 11 | -30 | 4
N/C(=N\c1nc2ccccc2o1)NC(=O)c1ccccc1 | 0 | -4 | -3 | 2 | 3 | -4 | -2 | -19 | -10
O=C(CCn1cccc1)Nc1cc(F)ccc1F | 5 | -29 | 7 | -6 | 5 | 19 | -8 | -15 | -10
COc1ccc(Oc2ccc3c(C(F)(F)F)cc(C(F)(F)F)nc3n2)cc1 | -13 | · | -1 | 2 | · | · | -2 | -7 | 0
Cc1cccc2cc(C(c3nnnn3Cc3ccccc3)N3CCN(c4ccccc4)CC3)c(=O)[nH]c12 (stereo unspecified) | · | 1[fluorescence artefact?] | -2 | · | 2 | 1 | 2 | · | ·
Nc1c(C(=O)c2ccc(F)cc2)oc2ccccc12 | · | -24 | 2 | -31 | 4 | 13 | 3 | · | ·
O=C1CCN=C(Nc2ccc(F)cc2)N1Cc1ccccc1 | 4 | 4 | -5 | -27 | 10 | -11 | 6 | -8 | -8
Nc1nc(SCC(=O)N2CCc3ccccc3C2)[nH]c(=O)c1-c1ccccc1 | 10 | -2 | -4 | 0 | 4 | 4 | 6 | 3 | -2
C=CCN1C(=O)C2C(C(=O)NCc3ccccc3)C3C=CC2(O3)C1C(=O)NC(C)(C)C (stereo unspecified) | -21 | 6 | -8 | -17 | 9 | 3 | 8 | -15 | -2
Cc1nc2c(-c3ccc(F)cc3)c(C)nn2c(C)c1CCC(=O)NCCN1CCOCC1 | 24 | 1 | -8 | -17 | 5 | 1 | 7 | -27 | -6
O=C(COc1ccc(S(=O)(=O)NC2CCCCC2)cc1)N1CCN(c2cccc(Cl)c2)CC1 | -12 | -7 | 2 | -3 | 4 | 7 | 0 | -22 | -9
CCn1c(COc2ccccc2)nnc1SCc1ccc(C#N)cc1 | -24 | -3[fluorescence artefact?] | -13 | 19 | 1 | 0 | 15 | -5 | 16
CN(CCO)c1nc(N)c2c(N)nc3c(c2c1C#N)CC(=O)N3C1CCCC1 | 12 | 34[fluorescence artefact?] | 6 | -2 | 4 | 8 | -3 | 5 | -4
Cc1onc(-c2c(Cl)cccc2Cl)c1C(=O)Nc1ccc2c(c1)OCCO2 | 6 | 7 | 6 | 0 | 6 | 1 | -6 | -31 | -8
CCOP(=O)(c1ccccc1)c1nc(-c2ccc(F)cc2)oc1N1CCCCC1 (stereo unspecified) | -8 | 4[fluorescence artefact?] | · | 18 | 4 | 12 | · | 8 | -15
Cc1ccc(C)n1-c1ccc(N2CCOCC2)c(Br)c1 | -3 | -4 | 3 | -23 | 5 | 5 | -6 | 4 | -12
CC1(C)CC(=O)C2=C(C1)N(CC1CCCO1)C(=O)NC2(C(F)(F)F)C(F)(F)F (stereo unspecified) | 1 | 5 | -1 | -16 | 0 | 0 | 4 | -21 | 21
N#Cc1cn(CC(=O)N2CCCc3ccccc32)c2ccccc12 | 13 | -6 | 10 | -30 | -1 | 4 | -8 | · | 7
Cc1nn(Cc2ccc(Cl)cc2Cl)c(C)c1NC(=O)Cn1nc([N+](=O)[O-])c(Cl)c1C | -12 | · | 4 | -15 | · | · | -2 | -12 | -14
CCOC(=O)c1cc2c(=O)n3ccccc3nc2n(CCCOC)c1=NC(=O)C(C)(C)C | -7 | 0[fluorescence artefact?] | 12 | 22 | 1 | 6 | -11 | 10 | -20
Cc1cccc(-c2nc(NCCCN3CCOCC3)c3ccccc3n2)c1 | 3 | · | 20 | -1 | · | · | -18 | -6 | -17
Cc1cc(C(=O)C(=O)N(C)C)c(C)n1-c1ccc([N+](=O)[O-])cc1 | -1 | · | 12 | -32 | · | · | -10 | -11 | 0
Nc1nc2ccccc2n1C(=O)CCc1ccccc1 | 4 | -5 | -18 | 10 | 4 | 2 | 20 | -25 | 32
COC(=O)c1cc(=O)nc2sc3ccccc3n12 | 4 | -30[fluorescence artefact?] | -5 | 12 | 7 | 9 | 4 | 0 | -17
Cc1cc(Oc2ccccc2)nc(-c2ccccc2O)n1 | · | -2 | -4 | -20 | 0 | 0 | 5 | · | 1
CC(=O)NC(Cc1ccccc1)C(=O)NC1CCN(C(=O)NC2CCCCC2)CC1 (stereo unspecified) | -4 | -14[fluorescence artefact?] | -1 | 0 | -4 | 1 | 0 | -6 | -18
CCN(CC)C(=O)CSc1nnc(-c2ccccn2)n1-c1ccc(C)c(C)c1 | 4 | -4 | -5 | 21 | 0 | -1 | 2 | 4 | -19
CCN(CC)C(=O)CSc1nnc(-c2cccnc2)n1Cc1ccccc1 | -6 | · | 12 | -5 | · | · | -14 | -7 | 1
Cc1ccc(Sc2c(C)nn(C(=O)c3cccc(S(=O)(=O)N4CCOCC4)c3)c2C)cc1 | -6 | 14[fluorescence artefact?] | -7 | -4 | -3 | 4 | 7 | -31 | 11
Cc1cnn(-c2cc(N/N=C/c3ccccc3Cl)ncn2)c1 | -24 | · | 0 | -4 | · | · | 2 | · | -6
Cc1ccccc1NC(=O)Cc1nnc(SCC(=O)N2CCN(c3ccccc3)CC2)n1C | 18 | 24[fluorescence artefact?] | -4 | -21 | 1 | -1 | 2 | -25 | 10
O=C1C2C(c3ccccc3)C=CC(c3ccccc3)C2C(=O)N1c1ccncc1 (stereo unspecified) | 11 | · | -7 | -42 | · | · | 8 | -11 | -9
Cc1ccccc1N=C(NOCc1ccccc1)c1nonc1N | 5 | -6 | 3 | -22 | 8 | 16 | 3 | -32 | -22
Cn1c(CO)c(-c2ccccc2)c2cc([N+](=O)[O-])ccc21 | -21 | · | 14 | -6 | · | · | -12 | 4 | 6
COC(=O)c1ccc(CSc2nc3c(cnn3-c3ccc(F)cc3)c(=O)[nH]2)o1 | 0 | 21 | -4 | 14 | 9 | 3 | 8 | -15 | 1
Nc1ccc(C(=O)Nc2ccccc2C(=O)O)cc1 | 8 | 4[fluorescence artefact?] | 5 | 10 | 7 | -16 | -8 | -22 | ·
COc1cc(-c2nc(-c3ccncc3)no2)cc(OC)c1OC | -2 | 1 | 27 | -8 | 5 | -8 | -27 | -6 | -15
CC(NC(=O)COC(=O)c1ccco1)c1ccccc1 (stereo unspecified) | 41 | · | -8 | -3 | · | · | 9 | 15 | -11
COc1ccc(OC)c2[nH]c(=O)c(CCNC(=O)c3ccc(S(=O)(=O)N4CCCC4)cc3)cc12 | -10 | -2 | 6 | 4 | 9 | 0 | -4 | -38 | ·
Cc1nn(-c2ccc(Cl)cc2)c2sc(C(=O)N3CCN(c4ccccn4)CC3)cc12 | 0 | 4 | -5 | -30 | 3 | -1 | 5 | -4 | 15
OC(CN1CCN(c2ccccn2)CC1)Cn1c2ccc(Cl)cc2c2cc(Cl)ccc21 (stereo unspecified) | 10 | 1 | -6 | 0 | 4 | 5 | 8 | -23 | 14

10 compounds out of the list, ordered by SMILES length, rising:
SMILES | VCAM1 TNFa inh | ERb coact inh | sEH act | HUVEC tox IL1B | Calb biofilm kill | Smad3 inh | sEH inhibitor | TNFa cytotox | cytoskel mod
Nc1ccc(C(=O)Nc2ccccc2C(=O)O)cc1 | 8 | 4[fluorescence artefact?] | 5 | 10 | 7 | -16 | -8 | -22 | ·
Cc1ccccc1N=C(NOCc1ccccc1)c1nonc1N | 5 | -6 | 3 | -22 | 8 | 16 | 3 | -32 | -22
Cc1cnn(-c2cc(N/N=C/c3ccccc3Cl)ncn2)c1 | -24 | · | 0 | -4 | · | · | 2 | · | -6
Cn1c(CO)c(-c2ccccc2)c2cc([N+](=O)[O-])ccc21 | -21 | · | 14 | -6 | · | · | -12 | 4 | 6
O=C1C2C(c3ccccc3)C=CC(c3ccccc3)C2C(=O)N1c1ccncc1 (stereo unspecified) | 11 | · | -7 | -42 | · | · | 8 | -11 | -9
Cc1ccccc1NC(=O)Cc1nnc(SCC(=O)N2CCN(c3ccccc3)CC2)n1C | 18 | 24[fluorescence artefact?] | -4 | -21 | 1 | -1 | 2 | -25 | 10
COC(=O)c1ccc(CSc2nc3c(cnn3-c3ccc(F)cc3)c(=O)[nH]2)o1 | 0 | 21 | -4 | 14 | 9 | 3 | 8 | -15 | 1
Cc1nn(-c2ccc(Cl)cc2)c2sc(C(=O)N3CCN(c4ccccn4)CC3)cc12 | 0 | 4 | -5 | -30 | 3 | -1 | 5 | -4 | 15
Cc1ccc(Sc2c(C)nn(C(=O)c3cccc(S(=O)(=O)N4CCOCC4)c3)c2C)cc1 | -6 | 14[fluorescence artefact?] | -7 | -4 | -3 | 4 | 7 | -31 | 11
COc1ccc(OC)c2[nH]c(=O)c(CCNC(=O)c3ccc(S(=O)(=O)N4CCCC4)cc3)cc12 | -10 | -2 | 6 | 4 | 9 | 0 | -4 | -38 | ·

(further entries)
SMILES | VCAM1 TNFa inh | ERb coact inh | sEH act | HUVEC tox IL1B | Calb biofilm kill | Smad3 inh | sEH inhibitor | TNFa cytotox | cytoskel mod
CCC1CCc2c(sc(NC(=O)c3ccco3)c2C(N)=O)C1 (stereo unspecified) | -35 | 4 | -4 | -41 | 1 | -6 | 6 | · | 9
O=S(=O)(c1ccc(Br)s1)n1cccn1 | 6 | · | 18 | 25 | · | · | -16 | -11 | -20
Cn1nc(C(=O)N2CCc3ccccc3C2)c2ccccc2c1=O | 5 | 1 | 15 | 12 | -1 | 0 | -11 | 6 | -6
O=C(CN1CCCN(S(=O)(=O)c2ccc(Br)s2)CC1)Nc1ccc(Cl)cc1 | -20 | 2[fluorescence artefact?] | -11 | 5 | 3 | 11 | 11 | 4 | ·
